# Source: PubChem
# TRPV1 agonist: human TRPV1 agonism. 320,000 tested, 0.19% active. AID 540275. activation, % at 8.33 µM. Q8NER1. TRPV1-expressing cells, Fluo-8 calcium influx, agonist mode; in the data active = activation above about 80%; inconclusive = between about 30% and that limit; also: 0% is about no effect
#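 TRPV1-expressing cells were cultured overnight at 35.5C and loaded with Fluo-8 calcium dye for 40 to 90 min at room temperature. After a 10 s baseline, compound was added and calcium influx was read kinetically for 3 min (ex 480/em 520 nm).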
# Giardia kill: Giardia lamblia killing. AID 540267. 340,000 tested, 0.15% active. Giardia lamblia trophozoite viability. activity change, % at 7.66 µM, hits read low; in the data active = activity change below about -80%; inconclusive = between about -30% and that limit;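 also: parasites exposed to compound for two days anaerobically before the ATP read; % is scaled to controls: 0 for no effect and ±100 for the full control effect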
#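 Media and compound were dispensed first, then trophozoites at 100 cells/well; plates sat 48 hrs at 37 deg C without oxygen before ATP luminescence reagent was added and read after 15-30 min at room temperature.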
# USP2a inh: blocks human ubiquitin-specific protease USP2a; O75604; USP2 core, Ub-CHOP2 coupled fluorogenic reporter, 485/531; Potency, µM (titrated, usually from 38.3 µM), without a hit: top-dose activity change, negative = inhibition, hits mostly inhibitors; 330,000 tested, 0.01% active; AID 463254;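 also: potency is read from the fitted curve at half-maximal effect; plate controls were DMSO wells for no effect and full inhibition by NEM control for full effect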
# Target sequence (O75604 whole entry, looked up): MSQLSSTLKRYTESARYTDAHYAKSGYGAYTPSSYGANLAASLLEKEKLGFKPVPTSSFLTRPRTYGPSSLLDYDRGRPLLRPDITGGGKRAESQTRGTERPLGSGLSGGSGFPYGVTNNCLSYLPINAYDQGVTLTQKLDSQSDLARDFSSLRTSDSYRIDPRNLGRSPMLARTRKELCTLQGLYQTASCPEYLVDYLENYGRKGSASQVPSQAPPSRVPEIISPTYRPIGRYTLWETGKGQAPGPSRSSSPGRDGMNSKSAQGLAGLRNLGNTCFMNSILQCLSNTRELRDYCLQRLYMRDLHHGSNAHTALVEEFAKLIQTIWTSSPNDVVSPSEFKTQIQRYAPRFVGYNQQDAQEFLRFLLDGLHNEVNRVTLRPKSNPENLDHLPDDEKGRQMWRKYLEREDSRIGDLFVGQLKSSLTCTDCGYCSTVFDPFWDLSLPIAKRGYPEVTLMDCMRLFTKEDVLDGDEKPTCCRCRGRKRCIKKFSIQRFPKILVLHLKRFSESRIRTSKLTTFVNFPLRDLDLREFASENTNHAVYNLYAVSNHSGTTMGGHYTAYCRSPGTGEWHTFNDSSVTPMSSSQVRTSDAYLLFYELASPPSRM
#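 Cell-free coupled assay: 10nM USP2 core preincubated 30min RT with compound in Tris-HCl pH 8.0/CaCl2/CHAPS buffer, then 25nM Ub-CHOP2 and 25nM reporter substrate; fluorescence (Ex 485/Em 531) read after 60min RT, normalized to NEM inhibition, concentration-response curves fitted.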
# B2AR arrestin: agonists driving beta-arrestin recruitment to human beta2-adrenergic receptor; P07550; beta-arrestin recruitment to beta2AR, cell-based reporter; Potency, µM (doses to about 46.1 µM), inactives show top-dose activation, hits mostly activators; 330,000 tested, 0.02% active; AID 492947;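 also: potency is read from the fitted curve at half-maximal effect; 0% = DMSO controls and full agonism = EC100 isoproterenol or metaproterenol; nearly all actives have a fitted effect of over 65% in size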
# Target sequence (P07550 whole entry, looked up): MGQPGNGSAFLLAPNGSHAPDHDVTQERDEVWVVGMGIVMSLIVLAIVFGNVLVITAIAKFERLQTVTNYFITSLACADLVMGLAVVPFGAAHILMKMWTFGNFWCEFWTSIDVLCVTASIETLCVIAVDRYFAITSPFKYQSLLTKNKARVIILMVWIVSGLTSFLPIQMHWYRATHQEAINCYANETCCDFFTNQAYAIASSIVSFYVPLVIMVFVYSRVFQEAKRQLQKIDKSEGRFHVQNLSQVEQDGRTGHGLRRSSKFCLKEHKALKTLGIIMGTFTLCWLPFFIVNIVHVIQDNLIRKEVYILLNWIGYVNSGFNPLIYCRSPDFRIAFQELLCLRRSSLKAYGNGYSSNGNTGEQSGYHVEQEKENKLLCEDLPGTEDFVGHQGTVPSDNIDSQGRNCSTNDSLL
# hERG WT inh: blocks the wildtype human KCNH2 potassium channel | AID 720551 | 340,000 tested, 0.37% active | activity change, % at 1.84 µM | U2OS, BacMam KCNH2, thallium flux FluxOr; hits give low values;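 active = maximum activity change below -70%; inconclusive = maximum activity change between -70% and -50%; inactive = maximum activity change above -50%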; also: % is scaled to controls: 0 for no effect and ±100 for the full control effect
#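 U2OS cells were transduced with wild-type KCNH2 virus (2.03 x 10^8 / mL) for 4 h at room temperature, then cultured overnight at 37 C. Thallium flux was read with FluxOr dye. Rate constants were normalized to DMSO controls.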
# KCNH2 3.1 inh: inhibitors of human KCNH2 3.1 potassium channel isoform; activity change, % (tested at about 1.8 µM); 340,000 tested, 0.95% active; AID 720553; U2OS KCNH2 3.1, thallium flux FluxOr; hits give low values;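 active = maximum activity change below -70%; inconclusive = maximum activity change from -70% to -50%; inactive = maximum activity change above -50%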;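 also: thallium influx rate constant from kinetic fluorescence after stimulation buffer; % is scaled to controls: 0 for no effect and ±100 for the full control effect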
#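 Kinetic fluorescence (2 min after stimulation buffer) measures Tl+ influx through KCNH2 3.1 expressed by viral transduction in U2OS cells; the rate constant is normalized against DMSO controls serving as positive and negative references.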
# The depositor's hits bear a star; ? = inconclusive; · = not tested or not shown; & = joins results of further samples; [ ] = dose if it differs, or a comment. Unless noted, calls follow the shape of the dose curve; as a rule, active = well fitted curve in the direction sought with a large enough effect; inconclusive = small, poorly fitted or top-dose-only effect, or another doubt; inactive = no such curve, though single readings can be large; an effect the other way counts as inactive or inconclusive.
SMILES,TRPV1 agonist,Giardia kill,USP2a inh,B2AR arrestin,hERG WT inh,KCNH2 3.1 inh
COc1cc2sc3cc(NCc4ccc(C)o4)ccc3c(=O)c2cc1OC,·,?,-16.4%,3.6%,·,·
Oc1cc(NCCN2CCOCC2)cc2cccnc12,·,1.4,1.0%&2.8%,-0.5%&-0.1%,·,·
O=S(=O)(c1cccc(Cl)c1)N1CCN(S(=O)(=O)c2ccc3c(c2)OCCO3)CC1,·,19.0,0.1%,0.1%,·,·
O=C1N[C@@H](Cc2ccccc2)COC(=O)[C@@H](Cc2ccc(F)cc2)CC/C=C/C[C@H]1CC(=O)N(CCO)Cc1ccccc1,·,3.4,4.9%,0.0%,·,·
O=C(C[C@@H]1C/C=C\CCC(=O)OC[C@@H]2CCCN2C1=O)NCCO,·,45.3[activator],3.6%,0.0%,·,·
C=CC[C@H](CC(=O)N(CCO)Cc1ccccc1)C(=O)NC[C@@H](OC(=O)[C@@H](CC=C)Cc1ccc(F)cc1)c1ccccc1,·,-6.6,-15.1%,-2.6%,·,·
COc1ccc(OC)c(-c2nnc3n2N=C(c2ccc(OC)c(OC4CCOC4)c2)CS3)c1 (stereo not drawn),·,17.4,0.7%,-0.1%,·,·
O=c1oc(C2(O)CCCCC2)cc2ccc(-c3ccc4[nH]ccc4c3)cc12,·,13.6,-0.4%,-1.0%,·,·
CON(C)C(=O)CC1(CN(Cc2ccccc2)C(=O)OC(C)(C)C)CCCCC1,·,-0.4,0.8%,-0.3%,·,·
CC(C)(C)OC(=O)NCC(=O)NNC(=O)C(C(=O)OCc1ccccc1)c1ccccc1 (stereo not drawn),·,-19.5,2.1%,0.0%,·,·
CCC(C)Sc1cccc(-c2nc3cnccn3c2NC2CCCCC2)c1 (stereo not drawn),·,4.3,-7.1%,0.0%,·,·
C[C@H](CO)N1C[C@H](C)[C@@H](CN(C)S(=O)(=O)c2cccs2)Oc2ccc(NS(=O)(=O)c3ccccc3)cc2C1=O,·,-12.2,1.3%,0.0%,·,·
C=CC[C@@H](Cc1ccc(F)cc1)C(=O)OC[C@@H]1CCCN1C(=O)[C@@H](CC=C)CC(=O)N[C@@H](CO)Cc1ccccc1,·,?,-15.6%,-0.1%,·,·
O=C(NCc1ccc(OC(F)(F)F)cc1)c1cccc2c1C(=O)c1ccc(N3CCCCC3)cc1S2(=O)=O,·,-10.3,5.1%,0.0%,·,·
CC(C)(C)OC(=O)C[C@@H]1C/C=C\C[C@H](CC(=O)N[C@H](CO)Cc2ccccc2)C(=O)N2CCC[C@H]2COC1=O,·,-1.7,4.9%,-0.3%,·,·
Fc1ccccc1-c1nnc2n1N=C(c1ccc(OC(F)F)c(OCC3CC3)c1)CS2,·,-3.9,1.8%,0.1%,·,·
c1ccc(CN(Cc2ccccc2)Cc2nnc(-c3cc4ccccc4[nH]3)s2)cc1,·,-10.0,4.0%,0.1%,·,·
Cn1c2ccccc2c(=O)c2cc(NCCCN3CCOCC3)ccc21,·,-1.5,-2.1%,-0.8%,·,·
C#CCOCCOCCOCCNc1nc(N2CCN(C(=O)[C@H](CC(N)=O)n3cc(C(N)[C@@H](C)CC)nn3)CC2)nc(N2CCN(C(=O)[C@H](CCC(=O)O)n3cc([C@@H](N)CCCCN)nn3)CC2)n1 (stereo partly drawn),·,-7.6,3.1%,0.1%,·,·
Cc1ccc(CNc2ccc(N3CCN(C)CC3=O)cc2)cc1,·,-12.8,0.0%,0.1%,·,·
COc1ccc(CN([C@H](CO)CC(C)C)S(=O)(=O)N(Cc2ccccc2)[C@H](CO)CC(C)C)cc1,·,7.5,-15.7%,-0.1%,·,·
CC(C)(C)OC(=O)C[C@@H]1C/C=C\C[C@@H](CC(=O)NCCO)C(=O)N[C@H](C(C)(C)C)COC1=O,·,-15.6,2.9%,-0.2%,·,·
Cc1nc(SCc2nc3ccc(Br)cc3[nH]2)c2oc3ccccc3c2n1,·,0.9,0.8%,0.0%,·,·
O=C(c1ccc(-c2cc(O)c3ncccc3c2)cc1)N1CCNCC1,·,-3.0,-1.3%&0.9%,-0.5%&-0.2%,·,·
COc1ccc(OC)c(-c2nnc3n2N=C(c2ccc(OC)c(OCC4CC4)c2)CS3)c1,·,39.7[activator],0.3%,-0.6%,·,·

# 4 compounds from above, ordered by the value under B2AR arrestin, falling:
SMILES	B2AR arrestin
COc1cc2sc3cc(NCc4ccc(C)o4)ccc3c(=O)c2cc1OC	3.6%
Fc1ccccc1-c1nnc2n1N=C(c1ccc(OC(F)F)c(OCC3CC3)c1)CS2	0.1%
O=C1N[C@@H](Cc2ccccc2)COC(=O)[C@@H](Cc2ccc(F)cc2)CC/C=C/C[C@H]1CC(=O)N(CCO)Cc1ccccc1	0.0%
CC(C)(C)OC(=O)C[C@@H]1C/C=C\C[C@H](CC(=O)N[C@H](CO)Cc2ccccc2)C(=O)N2CCC[C@H]2COC1=O	-0.3%

# More structures.
SMILES,TRPV1 agonist,Giardia kill,USP2a inh,B2AR arrestin,hERG WT inh,KCNH2 3.1 inh
CC(C)(C)OC(=O)C[C@@H]1C/C=C\C[C@H](CC(=O)N(CCO)Cc2ccccc2)C(=O)N[C@H](Cc2ccccc2)COC1=O,·,-11.6,2.3%,0.1%,·,·
CC(OC(=O)/C(C#N)=C/c1ccc(N(C)C)cc1)C(=O)NCc1ccco1 (stereo not drawn),7.2,·,13.8%,-1.5%,·,·
O=C1c2ccccc2C(=O)C1(O)O,-2.0,·,2.7%,0.2%,·,·
Cc1nnc(NC(=O)c2cc(-c3ccco3)nc3ccccc23)s1,-1.7,·,4.5%,-1.8%,·,·
O=C(/C=C/c1ccco1)Nc1ccc(F)cc1,-3.8,·,-1.1%,-0.7%,·,·
CC(=O)N1CCOc2cc(S(=O)(=O)Nc3cccc(C(F)(F)F)c3)c(Cl)cc21,22.3,·,4.1%,-0.6%,·,·
C#CCOCCOCCOCCNc1nc(N2CCN(C(=O)CCCCCCCCCCNC(=O)[C@H](CO)n3cc(CCCSC)nn3)CC2)nc(N2CCN(C(=O)CCCCCCCCCCNC(=O)[C@H](CCCCN)n3cc(C[C@@H](C)CC)nn3)CC2)n1,1.4,·,?,-0.2%,·,·
CC(C)[C@@]1(c2ccccc2)ON(c2ccccc2C(F)(F)F)C1=O,19.7,·,-0.9%,0.2%,·,·
O=C1NC(Cc2ccccc2)c2nc3ccc(Cl)cc3c(=O)n2-c2ccc(Cl)cc21 (stereo not drawn),6.0,·,1.8%,0.5%,·,·
O=C(NCc1ccccc1Br)c1cccc2c1C(=O)c1ccc(N3CCOCC3)cc1S2(=O)=O,3.7,·,1.2%,-0.2%,·,·
CN(C)c1ccc(C(CNC(=O)c2ccc(-c3ccccc3)cc2)N2CCOCC2)cc1 (stereo not drawn),1.4,·,3.9%,0.3%,·,·
COc1ccccc1NC(=O)C1=C(C)Nc2nc(SCc3cccc(F)c3)nn2C1c1ccc(C(=O)O)cc1 (stereo not drawn),5.2,·,-0.2%,-0.2%,·,·
Cc1cc(C)c2sc(N(CCCN(C)C)C(=O)c3ccc(S(=O)(=O)N4CCc5ccccc5C4)cc3)nc2c1,0.0,·,-4.2%,?,·,·
Cc1ccc2c(c1)-n1c(nc3cc(F)ccc3c1=O)C(Cc1ccccc1)NC2=O (stereo not drawn),2.5,·,3.1%,0.0%,·,·
COc1ccc(-c2cn3cccnc3n2)cc1NC(=O)Nc1cc(C)ccc1C,-0.9,·,1.8%,0.4%,·,·
Cc1ccc2nc3n(c(=O)c2c1)-c1ccccc1C(=O)NC3Cc1ccccc1 (stereo not drawn),-1.8,·,0.2%,0.5%,·,·
COC(=O)c1cc(NC(=O)c2ccc3c(c2)NC(=O)c2ccccc2S3)cc(C(=O)OC)c1,2.7,·,0.0%,-0.8%,·,·
O=C([O-])c1cc(-c2ccccc2)cc(-c2ccccc2)[n+]1Cc1ccccc1,0.0,·,-11.8%,0.4%,·,·
Cc1ccccc1NS(=O)(=O)c1ccc2[nH]cc(C(=O)N3CCCCC3)c(=O)c2c1,-2.2,·,0.1%,-1.2%,·,·
C#CCOCCOCCOCCNc1nc(N2CCN(C(=O)CCCCCCCCCCNC(=O)[C@H]([C@@H](C)CC)n3cc(CCCCCN)nn3)CC2)nc(N2CCN(C(=O)CCCCCCCCCCNC(=O)[C@@H]([C@H](C)CC)n3cc(CCCCCN)nn3)CC2)n1,-9.5,·,5.01µM*,0.1%,·,·
O=C1COc2cc(S(=O)(=O)NCc3ccco3)c(Cl)cc2N1,-4.5,·,0.1%,-0.1%,·,·
COc1ccc(C(=O)c2cn(CC(=O)Nc3cc(OC)cc(OC)c3)c3ccc(OC)cc3c2=O)cc1,1.7,·,2.5%,0.0%,·,·
COc1ccc(NC(=O)Cn2cc(C(=O)c3ccncc3)c(=O)c3cc(C)ccc32)cc1Cl,3.6,·,-1.2%,-0.2%,·,·
CCOc1ccc(NC(=O)c2cccc(-n3cccc3)c2)cc1S(=O)(=O)N1CCOCC1,-14.0,·,?,-0.1%,·,·
O=C(Nc1nc2nc(-c3ccccc3)cc(=O)n2[nH]1)c1ccc(F)cc1,1.6,·,-1.3%,-0.3%,·,·

# The final four records of the part above open the next one:
SMILES,TRPV1 agonist,Giardia kill,USP2a inh,B2AR arrestin,hERG WT inh,KCNH2 3.1 inh
COc1ccc(C(=O)c2cn(CC(=O)Nc3cc(OC)cc(OC)c3)c3ccc(OC)cc3c2=O)cc1,1.7,·,2.5%,0.0%,·,·
COc1ccc(NC(=O)Cn2cc(C(=O)c3ccncc3)c(=O)c3cc(C)ccc32)cc1Cl,3.6,·,-1.2%,-0.2%,·,·
CCOc1ccc(NC(=O)c2cccc(-n3cccc3)c2)cc1S(=O)(=O)N1CCOCC1,-14.0,·,?,-0.1%,·,·
O=C(Nc1nc2nc(-c3ccccc3)cc(=O)n2[nH]1)c1ccc(F)cc1,1.6,·,-1.3%,-0.3%,·,·
COc1ccc(OC)c2sc(N(CCCN(C)C)C(=O)c3ccc(S(=O)(=O)N4CCc5ccccc5C4)cc3)nc12,17.4,·,-0.3%,-0.1%,·,·
CC(C)[C@@]1(c2ccc(Cl)cc2)ON(c2ccccc2C(F)(F)F)C1=O,22.0,·,0.0%,-0.1%,·,·
CC1(C)O[C@@H]2[C@H](O1)[C@@H](COS(=O)(=O)O)O[C@H]2n1cnc2c(N)ncnc21,-2.6,·,0.1%,-1.8%,·,·
COc1ccc(-c2csc(NCCc3nc4cc(Cl)c(Cl)cc4n3CCCO)n2)cc1,·,-17.2,·,·,22.7,-35.0
NS(=O)(=O)c1cnccc1NCCc1ccccc1,·,10.2,·,·,3.3,25.3
C[C@H]1CN([C@@H](C)CO)C(=O)Cc2cc(NC(=O)Nc3ccccc3)ccc2O[C@H]1CN(C)Cc1ccccc1,·,-15.1,·,·,-1.7,-1.8
COC(=O)c1c(NC(=O)CSc2ncnc3ccccc23)sc(C)c1C,·,-23.7,·,·,-2.8,7.6
COc1ccc(N=Cc2ccc(N(CCC#N)CCC#N)cc2)cc1,·,9.1,·,·,2.6,2.7
CCC(C(=O)NC1CCCC1)N(C(=O)Cn1nnc(-c2ccc(C)cc2)n1)C1CCCC1 (stereo not drawn),·,0.3,·,·,0.0,-16.7
CC1(C)COC(c2cccc([N+](=O)[O-])c2)OC1,·,8.7,·,·,2.5,-4.2

# These rows are one share of the data; count on the stated rates, not on these rows.
